# CRE Fsk mod: Cell signaling CRE-BLA (Fsk stim). actives 2.5% (n = 71,000). CHO CRE-bla reporter (cAMP response element driving beta-lactamase), forskolin EC10, beta-lactamase ratio. Potency, µM (titrated, usually from 38.2 µM), for inactives: at the highest dose activity change, negative = inhibition, hits mostly activators; active = well fitted activation curve with a large enough effect in the signal ratio, with a control signal flat, not every such curve was filed as active; inconclusive = small, poorly fitted or top-dose-only effect, or effect the other way, or a change in a side signal; the % refers to the signal ratio; note: potency is the fitted concentration of half-maximal effect; % of control where 0% means no effect
#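 qHTS titration format; CRE-bla CHO reporter; stimulus EC10 NKH 477, a water-soluble forskolin. Read: CCF4 460/530 nm ratio. Potency expressed as AC50 for activators or inhibitors.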
# ERK AVP block: qHTS Assay for Inhibitors of the ERK Signaling Pathway using a Homogeneous Screening Assay; HEK293-V1b, vasopressin-stimulated pERK AlphaScreen; Potency, µM (top dose mostly 57.5 µM), for the others: at the top dose activity, negative = inhibition, hits mostly inhibitors; AID 995, 2007; actives 0.99% (n = 72,000); note: potency is the fitted concentration of half-maximal effect; % is set by controls: 0 for no effect and ±100 for the full control effect; nearly all actives have a fitted effect of over 55% in size
#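 V1b-HEK293 cells; cpd 30 min 37C; 25 nM vasopressin 5 min; lyse 10 min; AlphaScreen beads 5 hr RT. Normalized to DMSO basal and 25 nM vasopressin; AC50 by Hill fit.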
# BRCT PPI green: qHTS Assay for Inhibitors of BRCT-Phosphoprotein Interaction (Green Fluorophore) | BRCA1 BRCT-phosphopeptide binding, green fluorescence polarization | Breast cancer type 1 susceptibility protein (Homo sapiens), P38398 | actives 0.05% (n = 75,000) | Potency, µM (highest dose often 76.9 µM), without a hit: at the top dose activity change, negative = inhibition, hits mostly inhibitors;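 note: potency is the fitted concentration of half-maximal effect; plate controls were peptide without protein for full effect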
#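 Fluorescence polarization: His-tagged BRCT (~35 kDa BRCA1 C-terminus, 250 nM) bound to 100 nM fluorescein-labeled phosphorylated 10-aa BACH1 peptide, pH 7.3 phosphate buffer with DTT and Tween 20. Compounds incubated 12 min at room temperature; inhibition read as lowered polarization.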
# HEK293 cAMP cs: qHTS Assay for Agonists of the Thyroid Stimulating Hormone Receptor: Activators of Intracellular cAMP Concentrations in Parental HEK 293; actives 2.5% (n = 73,000); parental HEK293 CNG cAMP sensor, membrane potential fluorescence; Potency, µM (titrated, usually from 57.1 µM), inactives show at the highest dose activation, hits mostly activators; AID 938, 2007; note: potency is the fitted concentration of half-maximal effect; % of control where 0% means no effect; nearly all actives have a fitted effect of over 55% in size
#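 Parental HEK 293 cells stably expressing a cAMP-gated CNG channel were loaded with membrane potential dye containing 100 uM RO 20-1724 for 60 min. Compound added for 30 min; depolarization read as fluorescence intensity at 590 nm.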
# A350 autofl: qHTS Assay for Spectroscopic Profiling in A350 Spectral Region | Compound autofluorescence, 340/450 nm, Alexa 350 dye-equivalents; hits give high values | actives 11% (n = 59,000) | AID 590, 2007 | max dye-equivalent concentration, M; in the data active = max dye-equivalent concentration above about 10 nM; inconclusive = mostly about 1.1 nM to 9.6 nM
# BRCT inh red: qHTS Assay for Inhibitors of BRCT-Phosphoprotein Interaction (Red Fluorophore) | actives 0.03% (n = 75,000) | Potency, µM (doses to about 76.9 µM), inactives show at the top dose activity change, negative = inhibition, actives largely listed as inhibitors | Breast cancer type 1 susceptibility protein (Homo sapiens), P38398 | AID 892, 2007 | BRCT-phosphopeptide binding, red fluorescence polarization; note: % is set by controls: 0 for no effect and ±100 for the full control effect
#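 Rhodamine-labelled pBACH1 10-mer (100 nM) bound to BRCT domain (100 nM) at pH 7.3; compounds incubated 12 min room temperature, polarization read. Free peptide defines full inhibition; unlabelled decapeptide titrated as control.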
# USP2a inh: qHTS Assay for Inhibitors of Ubiquitin-specific Protease USP2a; Ubiquitin carboxyl-terminal hydrolase 2 (Homo sapiens), O75604; USP2a enzymatic assay, qHTS inhibition; Potency, µM (titrated, usually from 38.3 µM), without a hit: at the highest dose activity change, negative = inhibition, most hits filed as inhibitors; actives 0.1% (n = 60,000);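 note: potency is the fitted concentration of half-maximal effect; nearly all actives have a fitted effect of over 60% in size; plate controls were DMSO for no effect and NEM full inhibition control for full effect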
# Target sequence (O75604 whole entry, looked up): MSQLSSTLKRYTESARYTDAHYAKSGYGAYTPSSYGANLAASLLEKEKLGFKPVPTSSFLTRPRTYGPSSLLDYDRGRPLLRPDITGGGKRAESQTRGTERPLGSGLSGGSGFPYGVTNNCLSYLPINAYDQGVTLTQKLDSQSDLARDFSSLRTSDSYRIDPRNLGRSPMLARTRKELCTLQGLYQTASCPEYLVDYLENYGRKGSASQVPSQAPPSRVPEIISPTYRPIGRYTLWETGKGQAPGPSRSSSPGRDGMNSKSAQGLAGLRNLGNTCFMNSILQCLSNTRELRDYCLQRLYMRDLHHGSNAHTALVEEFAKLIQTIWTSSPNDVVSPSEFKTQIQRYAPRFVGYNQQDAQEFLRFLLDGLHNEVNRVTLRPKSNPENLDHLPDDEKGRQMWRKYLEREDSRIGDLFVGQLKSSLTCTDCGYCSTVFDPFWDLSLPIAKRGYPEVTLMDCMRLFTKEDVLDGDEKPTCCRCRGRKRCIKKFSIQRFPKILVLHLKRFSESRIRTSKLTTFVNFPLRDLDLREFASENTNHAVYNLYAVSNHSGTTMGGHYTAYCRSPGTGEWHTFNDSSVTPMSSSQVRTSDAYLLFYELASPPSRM
#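 USP2 core (20 nM final) was preincubated with compound for 30 min at RT in 20 mM Tris-HCl pH 8.0, 2 mM CaCl2, 2 mM beta-mercaptoethanol; Ub-PLA2 (20 nM) plus NBD C6-HPC (20 uM) then added, fluorescence read after 2.5 h.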
# Tau filament bind: qHTS Assay for Tau Filament Binding; recombinant tau filaments, thioflavin S fluorescence, 15 h; filaments grown with octadecylsulfate alongside compound; Microtubule-associated protein tau (Homo sapiens), P10636; Potency, µM (titrated, usually from 57.1 µM), for inactives: top-dose activity change, negative = inhibition; actives 2% (n = 71,000); AID 596, 2007;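 note: potency is the fitted concentration of half-maximal effect; % is set by controls: 0 for no effect and ±100 for the full control effect; actives lower thioflavin S fluorescence by blocking filaments or displacing dye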
#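 Read-out: ThS fluorescence, 450 nm excitation/510 nm emission; lower signal marks blocked filament formation or displaced dye. Tau at 1 uM with 30 uM ODS, 10 uM ThS, 5 mM DTT, 100 mM NaCl, 10 mM HEPES pH 7.4; 15 h, 37 C.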
# Luciferase inh: qHTS Assay for Inhibitors of Firefly Luciferase; Luciferin 4-monooxygenase (Photinus pyralis), P08659; purified firefly luciferase, luminescence, 8 min; Potency, µM (doses to about 57.1 µM), inactives show at the top dose activity change, negative = inhibition, actives largely listed as inhibitors; actives 2.2% (n = 72,000); AID 411, 2009; note: potency is the fitted concentration of half-maximal effect; % is set by controls: 0 for no effect and ±100 for the full control effect; nearly all actives have a fitted effect of over 40% in size
#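 Substrate buffer containing 10 uM ATP (pH 7.2 imidazole, Mg2+, KCl, detergent, BSA) is dispensed, compound pinned in, then luciferase/luciferin detector mix added. After 8 min at ambient temperature, light output is measured.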
# Caspase-7 inhib: qHTS Assay for Allosteric/Competitive Inhibitors of Caspase-7. recombinant caspase-7, Ac-DEVD-AFC fluorescence rate. Potency, µM (series often up to 57.5 µM), inactives show at the top dose activity change, negative = inhibition, hits mostly inhibitors. actives 0.02% (n = 75,000); active = well fitted inhibition curve with a large enough effect in the main read-out, with a control signal flat, not every such curve was filed as active; inconclusive = small, poorly fitted or top-dose-only effect, or a change in a side signal; note: potency is the fitted concentration of half-maximal effect; % of control where 0% means no effect
# Target sequence (P55210 24-198 limits assumed): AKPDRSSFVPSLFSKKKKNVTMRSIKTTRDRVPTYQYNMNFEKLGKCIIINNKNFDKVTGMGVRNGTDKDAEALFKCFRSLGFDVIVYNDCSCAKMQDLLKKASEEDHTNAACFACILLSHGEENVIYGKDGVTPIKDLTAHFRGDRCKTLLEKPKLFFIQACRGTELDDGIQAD
# Target sequence (P55210 207-303 limits assumed): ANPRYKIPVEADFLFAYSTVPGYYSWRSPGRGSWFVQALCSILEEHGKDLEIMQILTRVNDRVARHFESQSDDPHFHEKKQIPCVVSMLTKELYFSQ
# Caspase-1 inhib: qHTS Assay for Allosteric/Competitive Inhibitors of Caspase-1. actives 0.03% (n = 75,000). P29466. Potency, µM (titrated, usually from 57.5 µM), inactives show top-dose activity change, negative = inhibition, actives largely listed as inhibitors. Caspase-1 enzyme, Ac-WEHD-AFC fluorogenic rate;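 note: potency is the fitted concentration of half-maximal effect; plate controls were vehicle for no effect and no substrate for full effect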
# An asterisk follows results filed as active; i = inactive; ? = inconclusive; nt = not tested or not shown; [ ] = another dose, or the depositor's remark. Unless noted, calls come from the whole dose curve; as a rule, active = well fitted curve in the direction sought with a large enough effect; inconclusive = small, poorly fitted or top-dose-only effect, or another doubt; inactive = no such curve, though single readings can be large; an effect the other way counts as inactive or inconclusive.
entry	compound	CRE Fsk mod	ERK AVP block	BRCT PPI green	HEK293 cAMP cs	A350 autofl	BRCT inh red	USP2a inh	Tau filament bind	Luciferase inh	Caspase-7 inhib	Caspase-1 inhib
1	CCCOC(=O)CCCCC1SCC(NC(=O)OC)C1NC(=O)OC (stereo unspecified)	-2%	-6%	-0.9%	7%	i	-2.2%	1%	0%	4%	2%	2%
2	Cc1ccc(OCC(O)Cn2c(=N)n(CCN3CCCCC3)c3ccccc32)cc1 (stereo unspecified)	?	-26%	-0.1%	?	?	-1.2%	11%	341%	3%	-1%	-1%
3	Cc1cc(N2C(=O)CC(Cc3ccccc3)C2=O)no1 (stereo unspecified)	-3%	-8%	-1.0%	-9%	nt	0.4%	7%	-6%	-4%	-1%	-2%
4	COC(=O)[C@@]1(Cc2ccc(F)cc2)[C@H]2c3cc(C(=O)N(C)C)n(Cc4ccc(S(C)(=O)=O)cc4)c3C[C@H]2CN1C(=O)c1ccccc1	-19%	1%	25%	?	nt	-1.8%	nt	11%	nt	1%	-5%
5	Cc1cccc(CNc2cc(-c3ccccc3Cl)ncn2)c1	?	-20%	0.3%	?	i	0.5%	16%	-10%	0%[2.29 µM]	-6%	-4%
6	CSc1nsc(SCC(=O)NC2CCCCC2)n1	?	-11%	-1.4%	-11%	i	-0.3%	30%	-19%	1%	-10%	0%
7	CC(=O)NCCOc1nc(N(C)C)nc(N(C)C)n1	8%	-9%	-0.5%	2%	i	0.8%	-4%	-6%	1%	0%	1%
8	COc1ccccc1CN1CC[C@@]2(CCCN(S(=O)(=O)c3ccccc3)C2)C1	-6%	-3%	-1.6%	27%	i	0.0%	25%	-6%	0%[11.4 µM]	1%	-2%
9	N#Cc1cc(Cl)c(N2CCOCC2)cc1C#N	?	?	-3.3%	4%	i	-0.7%	-5%	-7%	4%	0%	-3%
10	CCOC(=O)CNC(=O)COc1ccc(Cl)cc1Br	2%	2%	1.6%	17%	i	1.8%	-6%	8%	-15%	0%	-2%

# Entries of single compounds, quoted from the list:
# Shown for N#Cc1cc(Cl)c(N2CCOCC2)cc1C#N = CRE Fsk mod = ?; ERK AVP block = ?; BRCT PPI green = -3.3%; HEK293 cAMP cs = 4%; A350 autofl = i; BRCT inh red = -0.7%; USP2a inh = -5%; Tau filament bind = -7%; Luciferase inh = 4%; Caspase-7 inhib = 0%; Caspase-1 inhib = -3%
# Shown for CCOC(=O)CNC(=O)COc1ccc(Cl)cc1Br = CRE Fsk mod = 2%; ERK AVP block = 2%; BRCT PPI green = 1.6%; HEK293 cAMP cs = 17%; A350 autofl = i; BRCT inh red = 1.8%; USP2a inh = -6%; Tau filament bind = 8%; Luciferase inh = -15%; Caspase-7 inhib = 0%; Caspase-1 inhib = -2%

# (listing goes on)
entry	compound	CRE Fsk mod	ERK AVP block	BRCT PPI green	HEK293 cAMP cs	A350 autofl	BRCT inh red	USP2a inh	Tau filament bind	Luciferase inh	Caspase-7 inhib	Caspase-1 inhib
11	O=C1CC(SCCO)C(=O)N1c1ccc(Oc2ccccc2)cc1 (stereo unspecified)	3%	-3%	1.2%	1%	i	1.8%	23%	6%	0%	1%	0%
12	NC(=O)CCCC1=NS(=O)(=O)c2ccccc2N1	3%	6%	-1.1%	-3%	i	0.1%	-2%	9%	0%	2%	2%
13	COc1cccc(C2=NOC(C(=O)NC3CCCCC3)C2)c1 (stereo unspecified)	6%	18%	-0.8%	?	i	1.0%	1%	10%	2%	-1%	2%
14	COc1ccc(N2CCN(C(CNC(=O)c3ccc4c(c3)OCO4)c3cccnc3)CC2)cc1 (stereo unspecified)	-24%	27%	0.4%	13%	i	-2.6%	29%	-3%	0%	1%	1%
15	CCOc1ccccc1CNC(=O)C1CCCN(c2nc3ccccc3o2)C1 (stereo unspecified)	?	-28%	-1.9%	?	i	0.7%	10%	4%	1%	-1%	-1%
16	CCn1c(=O)c(C(=O)NCCNCCO)c(O)c2ccccc21	13%	8%	-0.6%	18%	i	-1.2%	5%	22%	1%	-1%	0%
17	CC1CCN(CCCn2c(=S)[nH]c3ccccc3c2=O)CC1	0%	5%	-0.3%	16%	nt	0.6%	-3%	6%	0%	-1%	1%
18	COc1ccc(N2CCN(C(=O)COc3ccc4ccccc4c3)CC2)cc1	-3%	-14%	-0.1%	8%	i	1.9%	15%	-5%	0%	0%	0%
19	CCOC(=O)c1ccc(NC(=O)CN2C(=O)CSC2=O)cc1	0%	-11%	0.8%	-3%	nt	-1.7%	5%	-6%	-28%	-2%	-1%
20	O=C(c1cc(C(F)(F)F)cc(C(F)(F)F)c1)N1CCC2(CCN(Cc3nccs3)CC2)CC1	-4%	-17%	-1.7%	8%	i	-0.5%	82%[activator]	-5%	1%[11.4 µM]	0%	0%
21	CCc1nc2ccccc2c(NC(=O)CN2CCC(C)CC2)c1C	-1%	-13%	-0.4%	9%	i	0.3%	11%	-7%	5%	-2%	1%
22	CCc1c(C(=O)Nc2ccc(S(=O)(=O)N3CCOCC3)cc2)csc1C	?	-5%	-1.3%	8%	i	-0.4%	52%[activator]	-6%	0%	-2%	-2%
23	O=C1NC(Cc2c[nH]c3ccccc23)C(=O)N1CCOc1ccccc1 (stereo unspecified)	0%	-16%	-4.1%	-18%	i	0.1%	6%	4%	1%	1%	2%
24	Cc1cc(C)c2c(CC(=O)Nc3nccs3)coc2c1	?	-14%	-1.8%	12%	?	-1.6%	23%	92%	-2%	0%	-1%
25	Nc1cc(N)nc(SCCOc2ccccc2F)n1	25%[7.6 µM]	-14%	-2.0%	3%[11.4 µM]	nt	0.4%	6%[7.66 µM]	13%[11.4 µM]	-8%	1%	0%
26	CN(N=O)C(=O)N[C@H]1C(O)C(O)C(CO)O[C@@H]1O (stereo partly specified)	nt	2%	-2.7%[3.08 µM]	nt	nt	0.0%	21%	nt	nt	-1%	4%
27	OC(CN1C2=NCCN2c2ccccc21)c1ccc2c(c1)OCO2 (stereo unspecified)	?	?	-1.8%	131%	i	-0.4%	2%	13%	0%	-1%	4%
28	CCSC1=N/C(=C\c2ccc(C(=O)O)cc2)C(=O)S1	6%	2%	-1.6%	2%	nt	-0.2%	-7%	13%	-2%	-1%	-5%
29	O=C(O)CCc1ccc(-c2ccccc2)n1CC(=O)O	-5%	-20%	0.1%	12%	?	0.9%	-12%	5%	-2%	-4%	-1%
30	COc1cccc(C2OC(=O)c3ccccc3N2C(C)=O)c1OC(C)=O (stereo unspecified)	nt	nt	0.0%	-2%	nt	0.5%	nt	nt	nt	0%	0%
31	O=C(Nc1cc(C(F)(F)F)ccc1N1CCOCC1)c1ccc(Br)o1	24%	-13%	-1.0%	22%	i	1.0%	-3%	23%	1%	2%	0%
32	Cc1ccc(S(=O)(=O)N(C)CC(=O)Nc2cccc(C)n2)cc1	-5%	-16%	-5.2%	-5%	4.5e-08M*	-0.2%	-1%	12%	1%	-1%	-1%
33	CCCCNc1cc(C)oc(=O)c1C(C)=O	?	-28%	-0.5%	-1%	i	-0.5%	-1%	-9%	1%	0%	-1%
34	O=C(Nc1c(C(=O)Nc2ccccc2)cnn1-c1ccccc1)c1ccco1	-17%	-6%	-2.1%	-5%	nt	1.6%	3%	14%	0%	0%	0%
35	Cc1c(NS(=O)(=O)c2ccc3c(c2)CCN3C(=O)C2CC2)c(=O)n(-c2ccccc2)n1C	4%	-24%	-1.7%	14%	i	-0.3%	7%	6%	4%	0%	0%
36	Cn1c(CN2CCCC2)nc2cc(NC(=O)c3ccco3)ccc21	1%	-11%	-0.7%	2%	i	-2.4%	-2%	-9%	-11%	-5%	0%

# Some of the entries so far, with one line to a screen.
21. CCc1nc2ccccc2c(NC(=O)CN2CCC(C)CC2)c1C
1. CCCOC(=O)CCCCC1SCC(NC(=O)OC)C1NC(=O)OC (stereo unspecified)

assay / entry,21,1
CRE Fsk mod,-1%,-2%
ERK AVP block,-13%,-6%
BRCT PPI green,-0.4%,-0.9%
HEK293 cAMP cs,9%,7%
A350 autofl,i,i
BRCT inh red,0.3%,-2.2%
USP2a inh,11%,1%
Tau filament bind,-7%,0%
Luciferase inh,5%,4%
Caspase-7 inhib,-2%,2%
Caspase-1 inhib,1%,2%
